# STAT3 inh = reduces IL-6 driven STAT3 reporter signal. 190,000 tested, 0.89% active. inhibition, % at 5.5 µM. U3A cells, IL-6 STAT3-luciferase reporter, luminescence; host cell line lacks STAT1;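 active = inhibition above the mean inhibition across all screened compounds plus 3 SD, cut at about 44% in these data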;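 note: 0% = DMSO only wells and 100% = 100 µM nifuroxazide control wells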
# FLuc stim CS = affects firefly luciferase, flagging false hits in luciferase stimulation screens | activation factor at 10 µM | P08659 | 200,000 tested, under 10 active | AID 1027 | ATPlite luciferase biochemical, luminescence, 10 min; 0 = ATP-free wells, 1 = DMSO control;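 active = luciferase activation factor, scaled between plate controls, of at least 2 with compound at 10 µM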
# Target sequence (P08659 whole entry, looked up): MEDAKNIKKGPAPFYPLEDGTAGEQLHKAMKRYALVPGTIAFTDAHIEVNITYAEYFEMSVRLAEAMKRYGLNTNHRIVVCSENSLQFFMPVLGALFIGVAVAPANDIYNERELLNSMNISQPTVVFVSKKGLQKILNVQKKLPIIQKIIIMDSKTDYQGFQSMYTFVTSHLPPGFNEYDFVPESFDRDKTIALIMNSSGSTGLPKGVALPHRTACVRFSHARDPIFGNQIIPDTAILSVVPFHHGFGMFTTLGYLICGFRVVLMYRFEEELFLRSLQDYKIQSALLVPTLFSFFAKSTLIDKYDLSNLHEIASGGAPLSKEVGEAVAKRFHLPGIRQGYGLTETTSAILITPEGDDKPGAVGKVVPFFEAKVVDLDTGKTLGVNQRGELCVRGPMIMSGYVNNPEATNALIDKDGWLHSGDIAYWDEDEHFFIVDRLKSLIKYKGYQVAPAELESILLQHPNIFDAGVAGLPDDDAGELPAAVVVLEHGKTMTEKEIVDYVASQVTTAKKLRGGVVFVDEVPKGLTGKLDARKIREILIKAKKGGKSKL
#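 test system = cell-free luciferase reagent | medium = PBS as buffer for the ATP substrate | dosing = test compounds dosed from 2 mM stocks in 100% DMSO | incubation = 10 min at ambient temperature | detection = luminescence measurement of luciferase light output | benchmarks = low control with PBS replacing ATP, high control enzyme plus ATP without compound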
# APP 5'UTR act = APP 5'UTR luciferase reporter activation; SH-SY5Y APP 5'UTR luciferase reporter, luminescence; zero percent = DMSO vehicle wells; activation, % at 2 µM; 190,000 tested, 1% active;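 active = activation above a set limit, based on mean plus 3 SD of controls, cut at about 140% in these data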; note: values of inactives mirror those of a sister screen read the other way
# FLuc inhib CS = Photinus pyralis luciferase inhibition counter-screen | P08659 | inhibition, % at 10 µM | ATPLite firefly luciferase biochemical luminescence, 10 min | 200,000 tested, 1.5% active;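 active = inhibition above about 50% when tested at 10 µM, limit read from the data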
# APP transl inh = APP translation inhibition. SH-SY5Y APP 5'UTR-luciferase reporter, luminescence. inhibition, % at 2 µM. 190,000 tested, 0.82% active. AID 1285;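 active = inhibition above a set limit, derived from the sample mean plus 3 SD, cut at about 45% in these data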; note: values of inactives mirror those of a sister screen read the other way
# ROMK primary = modulates human ROMK potassium channel activity; P48048; Tet-inducible ROMK, thallium flux fluorescence; actives lie on both sides; B-score at 10 µM; 130,000 tested, 2% active;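 active = signal ratio slope over the read window, or its plate-corrected B-score, at least 3 SD from the plate mean, either direction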;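 note: B-score of the F/F0 ratio slope over 7 to 12 s after thallium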
# Target sequence (P48048 whole entry, looked up): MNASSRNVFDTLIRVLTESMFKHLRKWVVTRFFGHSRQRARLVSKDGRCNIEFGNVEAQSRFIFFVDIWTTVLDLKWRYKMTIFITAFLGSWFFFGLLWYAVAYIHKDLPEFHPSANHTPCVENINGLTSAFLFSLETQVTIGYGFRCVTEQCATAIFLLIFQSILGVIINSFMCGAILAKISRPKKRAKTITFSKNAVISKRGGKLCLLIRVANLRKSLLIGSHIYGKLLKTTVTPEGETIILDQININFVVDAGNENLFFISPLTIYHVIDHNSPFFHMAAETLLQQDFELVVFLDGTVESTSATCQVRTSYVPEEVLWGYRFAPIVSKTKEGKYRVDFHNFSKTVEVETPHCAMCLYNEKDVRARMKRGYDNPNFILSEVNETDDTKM
# STAT1 inh = STAT1 signaling inhibition; NIH 3T3 STAT1-luciferase reporter, IFN-gamma, luminescence; inhibition, % at 5.5 µM; 200,000 tested, 0.35% active;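 active = inhibition above a set limit, the mean inhibition across all tested compounds plus 3 SD, cut at about 34% in these data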;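 note: 0% = IFN-gamma with DMSO and 100% = IFN-gamma with 300 µM nifuroxazide; values of inactives mirror those of a sister screen read the other way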
# NF-kB expr up = compounds increasing NF-kB expression in human neuronal cells. NF-kB reporter expression; stronger effect = higher value. fold change at 12.5 µM. 190,000 tested, 1.6% active. AID 1239; in the data active = fold change above about 3.3
# STAT1 activator = activators of IFN-gamma induced STAT1 signaling; activation (% of control), % at 5.5 µM; NIH 3T3 STAT1-luciferase reporter, luminescence; 100% = IFN-gamma alone, no compound; AID 932; 200,000 tested, 2.6% active;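 active = activation above the screen-wide mean activation plus 3 SD, cut at about 130% in these data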;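 note: raw ratio to IFN-gamma control signal so 100% means no change and 0% no light; values of inactives mirror those of a sister screen read the other way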
# STAT3 activator = STAT3 signaling activation; U3A cells, IL-6 STAT3-luciferase reporter, luminescence; 100% = signal with IL-6 EC80 alone; activation (% of control), % at 5.6 µM; 190,000 tested, 0.91% active;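 active = activation above the screen-wide mean of compound activation plus 3 SD, cut at about 130% in these data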;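 note: 0% = background luminescence of wells with medium and substrate only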
#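 Test system: Human STAT1-deficient U3A cells with stable STAT3-luciferase reporter | Also added: Interleukin-6, 33 ng/mL | Timing: Compound pre-incubation 1 h before IL-6, then 6 h stimulation at 37 °C | Technique: Luciferase reporter luminescence | Read-out: Percent of IL-6-only median luminescence | Benchmarks: IL-6-only wells as 100% reference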
# * hit, by the source's call; . = not tested or not shown. Hits appear at their usual frequency. About 7.1% of those tested had a hit in this group.
SMILES,STAT3 inh,FLuc stim CS,APP 5'UTR act,FLuc inhib CS,APP transl inh,ROMK primary,STAT1 inh,NF-kB expr up,STAT1 activator,STAT3 activator
CCCCNC(=O)CCCn1c(=O)c2ccccc2n(CC(=O)NCCC2=CCCCC2)c1=O,3,1,-1,-4,1,-0.011,1,1.1,99,97
CCOc1ccc(-n2c(O)c(/C=N/NC(=O)C3COc4ccccc4O3)c3ccccc3c2=O)cc1 (configuration not stated),8,1,-6,0,6,.,2,0.93,99,97
O=C1C2C3C=CC(C3)C2C(=O)N1c1nccs1 (configuration not stated),-2,1,20,0,-20,0.15,9,1.3,92,104
CCc1c(C)nc2cc(-c3ccc(OC)cc3)[nH]n2c1=O,-2,0.6,112,37,-71,-0.015,-33,2.3,130*,107
CCC(=O)Nc1ccc(NC(=O)c2cc3ccccc3o2)cc1,16,0.9,15,6,-15,.,-20,1.3,118,88
O=C(NCCCN1CCN(c2ccccc2F)CC1)Nc1ccc(F)cc1,3,1,11,-3,-11,-2.4,-11,1.1,110,101
Cc1ccc(-c2csc(NC(=S)NC(=O)c3ccco3)n2)cc1,12,1,4,-4,-4,0.77,0,1.4,100,89
COc1n[nH]c(C(=O)Nc2nc3ccccc3s2)c1[N+](=O)[O-],-22,0.7,17,28,-17,-0.14,-41,1.5,134*,123
CCc1cc(=O)oc2c(C)c(O)c(CN3CCCCC3)cc12,1,1.1,-12,-5,12,-0.0011,3,1.4,98,103
Cc1cc(S(=O)(=O)N2CCN(Cc3ccccc3)CC2)c(C)s1,-6,1.1,4,-7,-4,.,-11,1.3,110,109
CCOc1ccc(-c2cc(C(=O)O)c3ccccc3n2)c(OCC)c1,-38,0.9,-1,10,1,-0.24,-4,1.1,104,135*
Cc1cc(C(=O)c2cccs2)c(N)s1,-6,1,4,-5,-4,-0.57,-8,1.1,107,108
CCOc1ccc(OCCCC(=O)O)cc1,17,1,13,-1,-13,0.3,3,1.1,97,91
O=C(NCCCN1CCCC1=O)Nc1ccc(Cl)cc1,0,.,34,.,-34,-0.11,-1,.,101,103
CCCC1=C(C(=O)OCC)C(c2ccc(F)cc2)n2ncnc2N1 (configuration not stated),9,1,-15,-2,16,.,6,0.96,95,97
COc1cc(NS(=O)(=O)c2ccc(Nc3nc(-c4cccc([N+](=O)[O-])c4)cs3)cc2)nc(OC)n1,3,1.1,-11,-6,11,0.022,-15,1.2,113,100
CCOC(=O)CCSc1nc2c(c(C(F)(F)F)c1C#N)CCC2,13,1.1,19,-10,-19,0.58,12,1.1,91,91
Cc1ccc(NC(=S)NC(=O)/C=C/c2ccc(Cl)cc2)cc1,6,1,4,1,-4,0.087,0,0.99,100,97
COc1cccc(-c2nc(CSCC(=O)NCC3CCCO3)c(C)o2)c1 (configuration not stated),-5,1.1,-2,-6,2,0.11,-1,1.1,101,107
O=C(CCC(=O)c1ccc(F)cc1)Nc1cc(Cl)cc(Cl)c1,15,1,-3,-2,3,0.92,0,1,100,93
CCN(CC)c1ccc(NC(=O)c2ccco2)c(C)c1,14,1,9,-2,-9,.,-1,1.7,101,90
Cc1nc2ccc(C(=O)N3CCSCC3)cc2s1,5,1.1,5,-5,-5,.,8,1.6,93,100
CCOC(=O)C(Cc1ccccc1)NC(=O)Cn1nnc(-c2ccc(SC)cc2)n1 (configuration not stated),-2,1,-6,-3,6,.,0,0.72,100,106
COc1cccc(C(C(=O)NC2CCCCC2)N(C(=O)c2ccccn2)c2cccnc2)c1 (configuration not stated),10,1,8,-3,-8,0.49,-1,1.1,102,92
CCOc1ccc(-n2c(N)c(C(=O)NCC3CCCO3)sc2=S)cc1 (configuration not stated),2,1,25,-3,-25,.,1,1,99,102
O=C(Cc1cccs1)N1CCC(c2nc3c(nnn3Cc3ccccc3)c(=O)[nH]2)CC1,8,1,0,-3,0,0.13,1,0.89,99,99
Oc1[nH]c2ccccc2c1N=Nc1ccccc1F,-69,1,66,1,-66,-0.24,-58,4.1*,151*,154*
Cn1cc(/C=C2/SC(=O)N(c3ccccc3)C2=O)c2ccccc21,-84,1,-8,-2,8,.,-36,1.4,132*,172*
Cc1nc(SCc2cccc(Oc3ccccc3)c2)n[nH]1,0,1,18,4,-18,.,-18,1.5,117,104
COC(=O)c1sc(NC(=O)c2cccc([N+](=O)[O-])c2)c(C(N)=O)c1C,27,1,3,-4,-3,0.75,3,1.2,97,80
Cc1cc(C)nc(NC(=O)c2c(-c3c(Cl)cccc3Cl)noc2C)n1,1,1.1,12,-6,-12,.,-7,0.79,106,102
COc1ccc(-c2oc3ncnc(N)c3c2-c2ccccc2)cc1,29,1.1,-12,-5,12,-0.1,-8,1.2,106,76
Cc1cc(NC(=O)CCC(=O)N(Cc2cccs2)C(C(=O)NC2CCCC2)c2ccccc2)no1 (configuration not stated),1,1,9,-2,-9,-0.9,5,0.75,90,101
CCC(=O)N1CCc2cc(S(=O)(=O)NC(C(=O)NC(C)c3ccccc3)C(C)C)ccc21 (configuration not stated),-3,1,-3,-5,3,-0.048,13,1.9,88,105
O=C(/C=C/c1c(F)cccc1Cl)Nc1ncccn1,13,0.7,79,28,-79,.,5,1.8,95,92
COc1ccc(N2CCN(C(=O)CCN3C(=S)NC(C)(C)CC3C)CC2)cc1 (configuration not stated),8,1,28,-3,-28,0.014,-1,1,100,97
CC(=O)c1ccc(NC(=S)NNC(=O)c2ccncc2)cc1,-4,0.9,-10,9,10,.,-14,1.3,113,102
CCN(CC)CCOC(=O)c1ccc2c(c1)OCCO2,0,1.1,-13,-7,13,0.66,2,1.1,98,105
ClC(Cl)(c1nnnn1-c1ccccc1)c1nnnn1-c1ccccc1,1,1,-44,1,44,-2.8*,5,2,95,97
COc1ccc(-c2cc(=O)n(-c3nc4ccccc4[nH]3)[nH]2)cc1,-7,0.6,.,40,-2,0.0014,3,0.78,98,109
CCOC(=O)c1ccc(N2C(=O)CC(N3CCOCC3)C2=O)cc1 (configuration not stated),11,1,18,-1,-18,.,-4,0.9,104,93
O=C(c1ccc(N2CCCCC2)c([N+](=O)[O-])c1)N1CCN(c2ccccn2)CC1,11,1,1,-3,-2,1.1,6,1.3,94,101
COc1ccc(C(=O)N2CCC(n3c(C)nc4cc(F)ccc43)CC2)cc1OC,-4,1,8,-3,-8,-0.016,1,0.81,99,106
O=C(COc1ccc(Cl)cc1Cl)N/N=C1\CCCc2ccccc21,20,1.1,-2,-6,2,0.41,0,1.3,100,88
COCCNC(=O)CN1C(=O)NC2(CCCCCC2)C1=O,7,1.1,-11,-6,11,-0.85,1,0.97,98,100
CC(=O)O[C@H]1CC[C@@]2(C)C(CCC3C2CC[C@]2(C)OC(=O)CCC32)C1 (some centres not stated),1,1,0,1,0,.,8,.,93,98
O=C(Nc1cccc2ncccc12)c1ccc2c(c1)OCCO2,19,0.8,5,15,-5,-0.12,6,1.4,95,87
CCn1c(SC)nnc1-c1ccc(S(=O)(=O)N2CCCCC2)cc1,5,.,-2,.,2,-1.2,0,.,100,97
CC1(C)C(=O)Nc2ccccc2N1C(=O)COC(=O)Cn1cnc2ccccc2c1=O,-1,1.1,1,-5,-1,.,16,1.1,85,100
COc1ccccc1C(=O)N1CCNC(=O)C1CC(=O)Nc1ccc(Cl)cc1 (configuration not stated),2,1,3,-4,-3,.,1,1,102,101
CCC(C)(C)NC(=O)C(c1ccc(F)cc1)N(Cc1cccs1)C(=O)c1cnccn1 (configuration not stated),-3,1,10,-4,-10,-0.24,-3,0.93,101,106
CN(CC(=O)NCCC1=CCCCC1)S(=O)(=O)c1ccc2c(c1)CCC(=O)N2,10,1.1,5,-5,-5,.,1,1.2,100,96
O=C(O)c1c[nH]c2ccc(S(=O)(=O)N3CCN(c4ccc(F)cc4)CC3)cc2c1=O,-4,1.1,-12,-5,12,.,-6,1,107,109
CCOc1ccc(C(=O)OCC(=O)NCc2ccco2)cc1OCC,-6,1.1,2,-7,-2,.,0,1.1,100,110
COc1ccc(/C=N/NC(=O)c2ccc(COCC(F)(F)C(F)F)cc2)cc1,1,1,3,-3,-3,0.88,-13,1.3,112,102
CC(Oc1ccc(Cl)cc1Cl)C(=O)OCn1nnc2ccccc2c1=O (configuration not stated),8,1.1,11,-7,-10,3.7*,-4,1.2,104,98
COc1cc(Cl)c(C)cc1NC(=O)c1cc(S(=O)(=O)N(C)C)ccc1N1CCCC1,-6,1,-8,-3,8,.,4,1.3,96,106
CC(=O)Cn1ncc(Br)c(Br)c1=O,15,1,-97,-4,97*,1,2,0.23,96,92
CCC(C)NS(=O)(=O)c1cccs1 (configuration not stated),-2,1,4,-3,-4,0.81,-4,1.1,104,105
CCOc1ccc(N2C(N)=NC(N)=NC2(C)C)cc1,11,1.2,-6,-17,6,0.61,-13,2.2,112,93

# Results in STAT3 inh, STAT1 activator and STAT3 activator (3 entries from above):
SMILES | STAT3 inh | STAT1 activator | STAT3 activator
O=C(O)c1c[nH]c2ccc(S(=O)(=O)N3CCN(c4ccc(F)cc4)CC3)cc2c1=O | -4 | 107 | 109
CCOc1ccc(N2C(N)=NC(N)=NC2(C)C)cc1 | 11 | 112 | 93
CC1(C)C(=O)Nc2ccccc2N1C(=O)COC(=O)Cn1cnc2ccccc2c1=O | -1 | 85 | 100

# New compounds follow:
SMILES,STAT3 inh,FLuc stim CS,APP 5'UTR act,FLuc inhib CS,APP transl inh,ROMK primary,STAT1 inh,NF-kB expr up,STAT1 activator,STAT3 activator
COc1cc2c3nnc(-c4ccc(F)cc4)c-3cn(Cc3ccc(F)cc3)c2cc1OC,4,1,7,3,-7,.,-5,0.78,105,104
CN(CC(=O)N1CCc2ccccc21)S(=O)(=O)c1cccs1,-10,0.8,11,16,-11,-1.4,-32,1.8,130*,116
COC(=O)C(Cc1ccc(OC(=O)c2ccccc2C)cc1)N1Cc2ccccc2C1=O (configuration not stated),-3,1,22,-5,-22,.,-14,1.2,113,105
COc1cc2cc(C(c3nnnn3C(C)(C)C)N3CCC(C)CC3)c(=O)[nH]c2cc1OC (configuration not stated),0,1.1,-11,-8,11,0.84,6,1,95,100
CCN1CCN(C(=O)c2cc3c(-c4ccc(Cl)cc4)nn(C)c3s2)CC1,-51,1.1,-17,-7,17,.,12,0.73,89,152*
Cc1cccc(CSCCNC(=O)CCSc2ccccc2)c1,0,1,24,-1,-24,-1.4,-8,1.7,107,104
Cc1cc(C)c(C(=O)CC2(O)C(=O)Nc3ccccc32)cc1C (configuration not stated),10,1,-7,2,7,-0.14,-5,0.74,107,92
Cc1ccc(S(=O)(=O)Nc2nc(C)cc(-n3nc(C)cc3C)n2)cc1,3,1,-16,-2,16,-0.15,5,1,96,103
C=CCSc1n[nH]c2nc3c(c(=O)n12)C1(CCCC1)Cc1ccccc1-3,4,1,-12,-5,12,.,8,1.7,88,105
O=C(CCSc1ccccc1)Nc1ccccc1C(=O)N1CCCC1,2,1,-4,2,4,1.2,-4,1.1,103,101
